# Cl transport mod: KCC2 (human) Cl- transport modulation. Q9H2X9. KCC2 cells, thallium flux FluoZin-2 fluorescence. B-score of Tl+ flux slope (higher = more flux/activation; lower = inhibition) at 10 µM. 190,000 compounds, 2.2% hits. AID 1456;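 active = thallium flux slope and its plate-corrected score both differing from the plate sample mean at a set confidence after two filtering rounds, in either direction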;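 also: slope of fluorescence scaled to starting intensity during 10 to 20 s after thallium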
# KLK5 inh: kallikrein 5 (human) inhibition. recombinant hK5, fluorogenic AMC substrate cleavage. Q9Y337. 210,000 compounds, 0.59% hits. AID 873. inhibition, % at 5 µM;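 active = inhibition of 40% or more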;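 also: 0% = enzyme controls without compound and 100% = no-enzyme blanks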
# Target sequence (Q9Y337 67-293 limits assumed): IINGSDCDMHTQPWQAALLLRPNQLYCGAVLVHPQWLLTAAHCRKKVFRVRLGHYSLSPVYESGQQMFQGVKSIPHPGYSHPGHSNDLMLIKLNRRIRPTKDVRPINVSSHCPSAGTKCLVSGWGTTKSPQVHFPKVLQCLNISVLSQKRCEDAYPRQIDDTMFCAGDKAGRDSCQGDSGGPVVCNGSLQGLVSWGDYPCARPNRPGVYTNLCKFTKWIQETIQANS
# Thrombin inh: blocks human thrombin protease activity; P00734; alpha-thrombin, Boc-VPR-AMC fluorogenic substrate cleavage; inhibition, % at 5 µM; 220,000 compounds, 0.26% hits; AID 1046;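 active = inhibition at or above 40%; inactive = inhibition below 40%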;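 also: 0% = enzyme with no compound and 100% = wells without enzyme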
#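 Material: human alpha-thrombin protein. Incubation: reaction at ambient temperature. Technique: fluorescence of released AMC, ex 355 nm, em 460 nm. Control set: no-compound enzyme wells and no-enzyme blanks. Also added: Boc-VPR-AMC substrate, 15 µM final. Buffer or medium: pH 7.5 Tris (50 mM) with NaCl 150 mM, Tween 20 0.05%.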
# FXIa inh: inhibitors of human coagulation factor XIa; AID 798; purified FXIa, Boc-Glu-Ala-Arg-AMC fluorogenic substrate; P03951; 220,000 compounds, 0.14% hits; inhibition, % at 5 µM;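 active = inhibition of at least 40%; inactive = inhibition below 40%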;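 also: fluorescence of freed AMC excited at 355 nm; 0% = enzyme without compound and 100% = no enzyme blank; many of its hits are not listed in these tables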
# p97 ATPase inh: blocks human p97 ATPase activity | recombinant p97 ATPase, Kinase-Glo ATP luminescence, 3 h | inhibition, % at 8 µM | 220,000 compounds, 0.42% hits | AID 1481; in the data active = inhibition above about 15%;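 also: 0% = DMSO vehicle and 100% = wells lacking enzyme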
# Wee1 stabilizer: human Wee1 degradation inhibition, primary screen. HeLa Luc-Wee1K328M stability, luciferase luminescence; 100% = proteasome inhibitor MG132 effect. reporter increase, % at 5 µM. P30291. 220,000 compounds, 1.2% hits;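 active = activation above the mean of all tested compounds plus 3 SD, set per screening run, cut at about 8.8% in these data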;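 also: cells exposed to compound for 20 h before luminescence read; 0% = DMSO alone and 100% = MG132 at 30 µM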
# FXIIa inh 1536: factor XIIa (human) inhibition. P00748. purified FXIIa, Boc-QGR-AMC fluorogenic substrate, 2 h. inhibition, % at 5 µM. 220,000 compounds, 0.3% hits. AID 800; in the data active = inhibition above about 40%;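 also: 0% = enzyme with no compound and 100% = blank without enzyme; many of its hits are not listed in these tables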
# Furin inhibitor: human furin inhibition. P09958. purified furin, fluorogenic substrate cleavage. inhibition, % at 30 µM. 220,000 compounds, 0.061% hits; in the data active = inhibition above about 25%; also: inactives centre near -15
# Target sequence (P09958 108-714 limits assumed): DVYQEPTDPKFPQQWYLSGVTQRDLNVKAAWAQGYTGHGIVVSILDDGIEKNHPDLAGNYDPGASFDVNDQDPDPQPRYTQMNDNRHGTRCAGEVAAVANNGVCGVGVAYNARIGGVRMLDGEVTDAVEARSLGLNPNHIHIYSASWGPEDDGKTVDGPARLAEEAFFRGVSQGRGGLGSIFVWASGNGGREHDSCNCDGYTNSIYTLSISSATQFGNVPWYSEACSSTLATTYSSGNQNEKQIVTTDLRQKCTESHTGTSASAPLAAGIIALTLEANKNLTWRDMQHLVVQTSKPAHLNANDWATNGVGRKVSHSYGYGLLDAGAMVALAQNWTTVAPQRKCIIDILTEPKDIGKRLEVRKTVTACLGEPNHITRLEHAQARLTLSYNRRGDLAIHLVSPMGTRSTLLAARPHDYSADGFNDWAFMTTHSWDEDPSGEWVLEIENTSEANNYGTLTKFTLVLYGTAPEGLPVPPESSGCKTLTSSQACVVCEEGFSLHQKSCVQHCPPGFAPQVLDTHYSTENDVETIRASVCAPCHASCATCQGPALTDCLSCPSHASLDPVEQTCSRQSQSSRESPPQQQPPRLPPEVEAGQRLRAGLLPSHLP
# PERK inh: blocks human PERK kinase; CHO PERK-DD fusion, SEAP luminescence translation reporter; inhibition, % at 5.6 µM; 220,000 compounds, 0.17% hits; AID 1416; Q9NZJ5;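 active = inhibition above the mean inhibition of all tested compounds plus 3 SD, set separately per screening campaign, cut at about 2.9% in these data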;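 also: PERK kinase domain activated by AP20187 dimerizer at 100 nM; 0% = DMSO with dimerizer and 100% = rapamycin at 8.4 µM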
# * marks the source's active call; other numbers are inactive results; i = inactive; . = not tested or not shown; [ ] = dose if it differs, or a comment.
Thrombin inh,Furin inhibitor,FXIa inh,KLK5 inh,PERK inh,Wee1 stabilizer,p97 ATPase inh,Cl transport mod,FXIIa inh 1536,SMILES
0,24[20 µM],10,-15,-0.6,-2,4,1,17,Cc1c(O)cc2n(c1=O)-c1ccccc1C2(C)C
-4,-6[20 µM],7,-119,1.9,-1,2,-0.38,11,CCNC(=S)NNC(=O)c1cccn(Cc2ccc(Cl)cc2Cl)c1=O
2,-22[20 µM],4,-3,0.0,0,1,.,16,O=C(N/N=C/c1ccc(F)cc1)c1sccc1OCc1ccc(F)cc1
1,-14[20 µM],3,11,1.4,0,-4,0.24,7,CC(=O)NC(Cc1ccc(F)cc1)C(=O)N1CCN(C(=O)NCc2ccccc2)CC1 (stereo not drawn)
-3,-22[20 µM],-3,-6,0.5,2,3,0.96,8,COCCn1c(Sc2nc(C)cs2)nc2c1c(=O)[nH]c(=O)n2C
-8,-17,-4,1,0.6,2,0,0.51,-3,CC(C)(C)c1[nH]nc2c1C(Cc1ccccc1)C(C#N)=C(N)O2 (stereo not drawn)
-9,-18,2,-21,-0.6,0,7,0.79,0,COc1cc(/C=N/NC(=O)c2cc(-c3ccccc3OC(C)C)nc3ccccc23)ccc1O
-2,-16,7,-7,1.1,0,2,-0.61,12,O=C(O)c1ccc(NCc2cccc(Br)c2)cc1
-5,-22,1,-8,0.7,2,1,5.9*,1,CC1=CC(C)(C)n2c(O)c(N=NC(N)=S)c3cccc1c32
.,-10[20 µM],.,.,0.7,-1,-4,.,.,CCOC(=O)Nc1ccc([N+](=O)[O-])cc1OC
3,-12,4,-9,-0.3,-4,-76,-1.8,11,CCn1c(C)nc2cc(-c3nc4n(n3)Cc3ccccc3-4)ccc21
0,-9[20 µM],-3,-11,1.2,-1,0,-0.44,8,CCOc1ccccc1NC(=O)C(CC(C)C)NC(=O)C1CCC(C)CC1 (stereo not drawn)
-4,-8,-18,-22,-0.8,3,-4,-0.61,-20,CC(C)Cn1cc(C(=O)NCCCN2CCCC2=O)c2c3ccccc3n(C)c2c1=O
20,3,54*,20,-0.4,2,-3,-1.8,46*,COc1ccc(CN(Cc2ccc(OC)cc2)C(=O)c2cccs2)cc1
-4,-9,-5,-3,0.6,1,0,-0.5,4,CC(C)OC(=O)CSc1nnc2c3ccccc3n(C)c2n1
4,-14,0,6,-0.1,-1,4,.,5,CCc1nnc(NS(=O)(=O)c2ccc(N/C=C\C(=O)c3ccc(F)cc3)cc2)s1

# An excerpt of these results, with values under each structure:
# Second line of a record: Thrombin inh, Furin inhibitor, FXIa inh, KLK5 inh, PERK inh, Wee1 stabilizer, p97 ATPase inh, Cl transport mod, FXIIa inh 1536
> CC(C)Cn1cc(C(=O)NCCCN2CCCC2=O)c2c3ccccc3n(C)c2c1=O
  -4, -8, -18, -22, -0.8, 3, -4, -0.61, -20
> COc1ccc(CN(Cc2ccc(OC)cc2)C(=O)c2cccs2)cc1
  20, 3, 54*, 20, -0.4, 2, -3, -1.8, 46*

# More structures follow:
Thrombin inh,Furin inhibitor,FXIa inh,KLK5 inh,PERK inh,Wee1 stabilizer,p97 ATPase inh,Cl transport mod,FXIIa inh 1536,SMILES
5,-2[20 µM],6,-1,0.2,3,-5,-2.3,19,O=C(OCCN=C1NS(=O)(=O)c2ccccc21)C1CC(=O)N(c2ccc3ccccc3c2)C1 (stereo not drawn)
-2,-32,-1,5,0.1,-3,-6,-0.39,11,Cc1ccc(N(CC(=O)NCCSc2ccccn2)S(C)(=O)=O)cc1
1,-12,-5,-5,0.5,0,3,-0.57,9,N/C(=N\OC(=O)Cc1ccccc1[N+](=O)[O-])c1cccnc1
-2,-12,2,-16,-0.7,-3,1,0.21,-6,CCOC(=O)c1ccccc1NC(=O)CSc1nc2ccccc2n1CC(=O)N1CCCC1
-6,3,2,-14,-0.2,-2,-5,0.039,4,CCn1c(=O)c(=O)[nH]c2cc(C(=O)NCC3CCCCC3)ccc21
0,4[20 µM],10,-15,1.8,5,-1,-1.1,12,COC(=O)CN(Cc1ccco1)S(=O)(=O)c1ccccc1
3,-5,-2,-32,1.4,-3,3,0.26,8,NC(=O)c1ccc(NC(=O)C2CC2)cc1
-1,-5,2,-12,0.5,-2,6,1.1,16,Cc1cc(C)nc(SCC(=O)Nc2ncc3c(n2)CC(C)(C)CC3=O)n1

# Three of the entries above in order of their number in PERK inh, smallest number first:
Thrombin inh,Furin inhibitor,FXIa inh,KLK5 inh,PERK inh,Wee1 stabilizer,p97 ATPase inh,Cl transport mod,FXIIa inh 1536,SMILES
-2,-12,2,-16,-0.7,-3,1,0.21,-6,CCOC(=O)c1ccccc1NC(=O)CSc1nc2ccccc2n1CC(=O)N1CCCC1
5,-2[20 µM],6,-1,0.2,3,-5,-2.3,19,O=C(OCCN=C1NS(=O)(=O)c2ccccc21)C1CC(=O)N(c2ccc3ccccc3c2)C1 (stereo not drawn)
-1,-5,2,-12,0.5,-2,6,1.1,16,Cc1cc(C)nc(SCC(=O)Nc2ncc3c(n2)CC(C)(C)CC3=O)n1

# New compounds follow
Thrombin inh,Furin inhibitor,FXIa inh,KLK5 inh,PERK inh,Wee1 stabilizer,p97 ATPase inh,Cl transport mod,FXIIa inh 1536,SMILES
3,-18,8,-22,1.3,-3,6,0.42,12,CC1CCN(C(=O)c2ccc(S(=O)(=O)Cc3cccc(F)c3)c([N+](=O)[O-])c2)CC1
5,-10,7,-4,0.2,-3,6,-0.01,4,CCNNC(=O)C(O)(c1cccc(C)c1)c1cccc(C)c1
-13,-20,-2,-36,-0.4,-2,5,-1.5,-2,CCOC(=O)NC(C(F)(F)F)(C(F)(F)F)P(=O)(c1ccccc1)c1ccccc1
4,-17[20 µM],6,-65,0.6,1,5,.,17,COC(=O)c1ccc(O)c(Sc2cc(C(=O)OC)ccc2O)c1
-11,-19,-9,-7,1.1,5,2,-1.6,3,COc1ccccc1-c1ccc(SCc2ccc(F)cc2)nn1
-6,-32,-3,-2,1.4,0,5,0.46,3,O=C(CCCCCNC(=S)Nc1ccc(Cl)cc1)C[N+](=O)[O-]
-18,-12[20 µM],-7,-12,-0.1,1,3,.,-2,COCCNC(=O)c1ccccc1NC(=O)c1ccc(Cl)c(S(=O)(=O)Nc2ccc(C)cc2C)c1
-6,-5[20 µM],-11,-4,-1.2,2,-4,-1.7,-5,Cc1cccc(C)c1NC(=S)N1CCC(N(C)CC2CCCO2)CC1 (stereo not drawn)
1,-16[20 µM],0,-9,0.0,4,1,.,1,CC(=O)N1N=C(c2ccncc2)OC12CCCCCC2
3,-10[20 µM],5,2,-0.2,5,-7,-2.6,13,N#Cc1nc(COc2ccccc2Cl)oc1NCc1ccco1
-1,-19[20 µM],-2,-8,0.7,2,4,1.6,10,Cc1ccc2[nH]c3c(c2c1)CN(C)CC3
16,-1,9,7,0.3,-1,-2,0.063,30,O=C(O)CS(=O)(=O)CC(=O)NCc1cccc(C(F)(F)F)c1
-69,-242,-71,i,-0.1,0,-1,-1.2,-88,Cc1c(Cc2ccccc2)c(=O)oc2c(CN(C)C)c(O)c(Cl)cc12
4,-25,0,-12,-0.5,5,-3,-0.82,-2,COc1cccc(COCC(O)Cn2cnc3cc(C)c(C)cc32)c1 (stereo not drawn)
-27,-32,-10,-4,-0.1,-1,-1,0.028,3,Cc1ccc(N2CC(C(=O)Nc3c(C)n(C)n(-c4ccccc4)c3=O)CC2=O)cc1 (stereo not drawn)
2,-20[20 µM],2,1,0.0,3,4,0.076,16,Cc1ccccc1C(=O)NC(NCc1ccco1)C(Cl)(Cl)Cl (stereo not drawn)
4,-12,1,40*,-1.0,3,-7,-1.6,5,CC1CC(C)CN(S(=O)(=O)c2ccc(C(=O)N3CCN(c4ccccc4)CC3)cc2)C1 (stereo not drawn)
-29,-34,-7,-2,-0.2,-2,-2,-1.8,11,CCc1nn(CC(=O)NCCCN(CC)c2cccc(C)c2)c(=O)c2cc3occc3n12
-3,-15,-2,11,0.7,-4,3,.,4,O=C(CCS(=O)(=O)c1ccccc1)NCCS(=O)(=O)c1ccccc1
5,-1,3,2,0.0,1,0,.,15,Cc1cc(C)cc(OCC(=O)NCC2CCCO2)c1 (stereo not drawn)
4,-24[20 µM],3,2,0.5,2,0,.,9,CC(=O)N(C)C1(c2nnnn2CCOC(=O)Nc2ccc(Cl)cc2)CCCCC1
-9,22[20 µM],-10,-176,-0.1,-2,0,0.28,-20,C=CCNc1oc(-c2cccc3ccccc23)nc1C#N
-5,-13,-8,1,-0.1,4,-1,-2.3,6,CCc1ccc(OCc2ccc(C(=O)NCc3ccccn3)o2)cc1
-5,-26,-2,1,.,.,.,-0.081,5,CN1C(C(=O)NCc2ccc(OC(F)(F)F)cc2)CC2Cn3c(nc4cc5ccccc5cc43)C21 (stereo not drawn)
-21,-9[20 µM],1,4,-0.2,0,0,-3.1,-6,CCN(CC)CCNC(=O)C12CC3CC(C)(CC(C)(C3)C1)C2
-11,-4,-3,-18,-0.5,-2,0,0.37,4,Clc1ccc(-c2nnc(-c3ccco3)nc2N2CCCCC2)cc1
4,-3[20 µM],4,-1,-1.0,-2,4,.,8,C=CCn1c(CCNC(=O)c2cccs2)nnc1SCC(=O)c1ccc(Br)cc1
1,-20,3,.,0.5,-1,6,-1.6,13,COc1ccccc1CN1C[C@@H]2C[C@@H](c3ccc4nsnc4c3)N3CCC[C@@]23C1=O
3,-26,17,4,2.5,5,6,0.6,9,COc1cccc(C(=O)n2ccc(-c3cccs3)n2)c1
-3,-22,-3,-4,1.3,1,8,-0.49,3,CC1(C)CC(=O)C2=C(C1)OC1OC(=O)CC21C (stereo not drawn)
-4,-10,4,-2,0.9,-1,0,-2,2,CCCOc1ccc(C2=NNC(=O)CC2)cc1
-1,-14,3,-24,-0.1,1,-2,-0.35,9,COc1cccc(C2CC(C(F)(F)F)n3ncc(C(=O)O)c3N2)c1 (stereo not drawn)
-4,-19,-3,-19,-0.5,4,-2,0.021,6,COc1ccc(NC(=O)C(=O)N/N=C(\C)CC(=O)Nc2ccccn2)c(OC)c1
-1,-14,-3,-10,-0.5,3,-2,0.77,0,COc1ccc(CN(C)C(=O)CCl)cc1
-8,-1,-4,-5,0.0,0,-3,0.45,1,COc1ccc(Cc2nnc(-c3ccc(F)cc3)o2)cc1OC
-4,-13[20 µM],3,-16,-1.0,4,-1,-2.2,9,Cc1nc2nc(SCC(=O)NCCN3CCOCC3)nn2c(C)c1Cc1ccccc1
16,-6[20 µM],2,14,0.7,2,-2,-0.14,9,Cc1ccc(OCc2nnc(NC(=O)Cc3cccs3)s2)cc1

# Bioassay records deposited in PubChem by several laboratories.
